Assay outcomes as filed in PubChem.
CXCR6 block: blocks human CXCR6 beta-arrestin recruitment; O00574; inhibition, % at 20 µM; AID 602244; CHO-K1 PathHunter CXCR6 beta-arrestin, luminescence; hit rate 0.36% among 360,000; in the data active = inhibition above about 34%, passing the limit was not always enough;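 note: antagonist mode with CXCL16 agonist at 10 nM final; 0% = 10 nM CXCL16 with DMSO and 100% = unstimulated wells without agonist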
APJ antag: antagonists of human APJ apelin receptor | CHO-K1 APJ beta-arrestin complementation, luminescence | P35414 | inhibition, % at 20 µM | hit rate 0.32% among 330,000;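 active = inhibition above about 40% at 20 µM, limit read from the data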;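 note: cells challenged with 10 nM apelin-13 agonist together with compound; plate controls were apelin-13 plus DMSO wells for no effect and DMSO wells lacking apelin-13 for full effect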
Target sequence (P35414 whole entry, looked up): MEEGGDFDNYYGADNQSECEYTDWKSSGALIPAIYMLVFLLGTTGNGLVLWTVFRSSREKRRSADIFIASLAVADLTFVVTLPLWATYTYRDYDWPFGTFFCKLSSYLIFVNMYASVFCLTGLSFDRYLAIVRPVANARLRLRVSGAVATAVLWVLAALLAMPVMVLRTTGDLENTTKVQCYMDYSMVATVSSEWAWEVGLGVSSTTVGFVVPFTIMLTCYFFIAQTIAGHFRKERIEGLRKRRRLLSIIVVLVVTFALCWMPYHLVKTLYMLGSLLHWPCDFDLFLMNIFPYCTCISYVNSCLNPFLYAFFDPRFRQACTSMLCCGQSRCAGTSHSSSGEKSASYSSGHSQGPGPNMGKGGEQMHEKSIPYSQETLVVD
Jurkat NFkB inh: inhibitors of the PMA/ionomycin-induced NF-kB reporter in Jurkat cells | PMA/ionomycin-induced NF-kB luciferase reporter, luminescence | inhibition, % at 4 µM | hit rate 0.53% among 330,000; in the data active = inhibition above about 50%
EBI2 antag: blocks human EBI2 receptor beta-arrestin signaling | P32249 | EBI2 beta-arrestin recruitment, luminescence, 7a,25-OHC stimulated | inhibition, % at 5 µM | hit rate 0.81% among 360,000; in the data active = inhibition above about 38%;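 note: enzyme fragment complementation signal reports receptor beta-arrestin coupling in cells; 0% = agonist plus DMSO wells and 100% = wells without agonist; some results beyond the cut were filed as inactive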
697 NFkB inh: lowers PMA/ionomycin-induced NF-kB signal in 697 B cells | 697 B-cell NF-kB luciferase reporter, 16 h | inhibition, % at 4 µM | hit rate 0.33% among 330,000 | AID 435022; in the data active = inhibition above about 35%
UBC13 inh: inhibitors of human UBC13 polyubiquitin chain formation | inhibition, % at 20 µM | TR-FRET | P61088 | hit rate 0.47% among 330,000 | AID 485273; in the data active = inhibition above about 45%, passing the limit was not always enough
Target sequence (P61088 whole entry, looked up): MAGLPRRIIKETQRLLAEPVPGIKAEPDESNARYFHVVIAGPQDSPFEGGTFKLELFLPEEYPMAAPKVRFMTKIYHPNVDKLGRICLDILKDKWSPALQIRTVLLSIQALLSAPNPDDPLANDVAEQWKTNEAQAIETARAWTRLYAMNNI
CCR6 antag: antagonists of human CCR6 receptor; AID 493098; CHO-K1 CCR6 PathHunter beta-arrestin, luminescence, CCL20-stimulated; P51684; hit rate 0.49% among 340,000; inhibition, % at 20 µM;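 active = compounds whose inhibition of the agonist-driven luminescence signal at 20 µM reaches about 50%, limit read from the data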;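 note: cells stimulated with CCL20 at 14 nM final; plate controls were DMSO with CCL20 for no effect and DMSO without agonist for full effect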
Target sequence (P51684 whole entry, looked up): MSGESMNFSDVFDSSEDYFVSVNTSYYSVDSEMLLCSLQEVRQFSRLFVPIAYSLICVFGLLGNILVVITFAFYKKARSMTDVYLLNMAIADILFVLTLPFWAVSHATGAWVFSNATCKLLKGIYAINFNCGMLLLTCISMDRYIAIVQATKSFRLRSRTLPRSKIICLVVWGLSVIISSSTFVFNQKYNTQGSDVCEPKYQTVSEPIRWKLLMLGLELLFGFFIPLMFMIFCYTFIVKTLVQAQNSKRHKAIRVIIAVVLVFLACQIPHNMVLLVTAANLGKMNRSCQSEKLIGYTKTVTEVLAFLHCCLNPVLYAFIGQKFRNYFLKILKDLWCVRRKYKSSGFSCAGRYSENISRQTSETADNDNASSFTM
Gli-Sufu antag: blocks Gli-Sufu signaling in a luciferase reporter | Sufu-KO-LIGHT fibroblasts, Gli luciferase reporter luminescence | inhibition, % at 5 µM | hit rate 0.74% among 340,000 | AID 588413;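 active = inhibition above about 55%, limit read from the data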;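 note: 0% = DMSO-treated cells and 100% = wells with medium but no cells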
The depositor's hits bear a star; . = not tested or not shown.

SMILES	CXCR6 block	APJ antag	Jurkat NFkB inh	EBI2 antag	697 NFkB inh	UBC13 inh	CCR6 antag	Gli-Sufu antag
O=C1N[C@@H](Cc2ccccc2)C(=O)N2[C@H]1C[C@]1([C@]34C[C@H]5C(=O)N[C@@H](Cc6ccccc6)C(=O)N5[C@H]3N(S(=O)(=O)c3ccccc3)c3ccccc34)c3ccccc3N(S(=O)(=O)c3ccccc3)[C@H]21	3	9	0	-1	-4	-9	-5	-19
O=C(NCc1cccc(OC(F)(F)F)c1)c1cccc2c1C(=O)c1ccc(-c3ccc(F)cc3OCc3ccccc3)cc1S2(=O)=O	-8	-14	-8	-7	-32	-21	2	-1
COc1ccc(C(=O)N2CCN(c3nc4ccccc4o3)CC2)cc1OC	-8	6	12	9	7	-5	4	15
Cc1ccc(CCNC(=O)C2CCCN(S(=O)(=O)c3c(C)nn(C)c3C)C2)cc1 (stereo unspecified)	-4	-12	-14	5	13	7	-4	1
CCN(CC(=O)NCc1ccc(Cl)cc1)C(=O)CCOc1ccccc1C	-4	27	1	12	10	6	10	2
Cc1ccc(C2C=C(c3ccccc3)Nc3ncnn32)cc1 (stereo unspecified)	5	-11	-4	-6	8	20	13	-7
O=C(N1CCOCC1)N1CCN(c2nc(-c3ccccc3)cs2)CC1	0	-3	2	5	13	0	10	18
CCc1ccc(-n2ccc(=O)c(C(=O)O)n2)cc1	2	-2	10	2	18	-2	3	29
CCc1ccc(NC(=O)c2ccc(-n3cncn3)c([N+](=O)[O-])c2)cc1	-21	-88	-24	-3	17	-6	11	5
Cc1ccc(S(=O)(=O)Cn2nnnc2C(CC(C)C)N2CCC(C(N)=O)CC2)cc1 (stereo unspecified)	-5	3	-8	4	10	0	8	-5
CCOC(=O)C1=C(C)N=c2s/c(=C3\C(=O)Nc4ccccc43)c(=O)n2C1c1ccc2c(c1)OCO2 (stereo unspecified)	12	10	4	7	-2	-78	32	-1
O=c1[nH]c2ccccc2c(O)c1-c1ccccc1	-5	13	15	-2	5	6	1	6
CC1(C)CCC/C(=C\c2ccccc2)C1=O	-1	-23	4	4	19	1	13	-13
Cc1noc(NC(=O)c2ccccc2)c1C#N	-5	18	-6	2	15	-2	-3	-5
CCCc1cc(=O)oc2cc(Oc3ncccn3)ccc12	5	7	-7	-7	-5	2	0	-9
COc1ccc(C(C)=O)cc1CSc1nc2ccccc2c(=O)n1-c1ccccc1C	12	1	17	44*	-1	6	2	24
CCN(CC)/C(N)=N/c1nc(C)cc(C)n1	-5	13	8	-3	-3	2	3	10
C=CCC1NCCc2c(Br)cccc21 (stereo unspecified)	8	1	-4	-1	-4	6	5	-1
N#Cc1c(N)c2ccccn2c1C(=O)c1ccc(Br)cc1	4	15	14	-3	-14	10	13	1
CCCC(=O)NCCc1cc(OC)c(OC)cc1Br	4	-4	-11	-8	-22	-1	5	4
CCN(/N=C/c1ccccc1)c1cc(=O)n(C)c(=O)[nH]1	6	-11	-3	-11	-9	-12	12	-7
O=C(Nc1ccc(Nc2ccccc2)cc1)c1ccc(Cl)cc1[N+](=O)[O-]	11	15	7	8	-37	-1	18	45
CCN1C(=O)c2ccccc2Sc2ccc(C(=O)NCCN3CCOCC3)cc21	0	-12	-8	-4	-7	0	-3	3
COc1ccc(-c2nc3cnccn3c2Nc2ccc3c(c2)OCO3)cc1	3	6	9	16	-23	-5	12	-10
CCCCC(=O)Nc1cccc(C(=O)N/N=C/c2ccc(OC)cc2OC)c1	-12	0	-3	-8	-8	-6	-11	-8
Continued:
SMILES	CXCR6 block	APJ antag	Jurkat NFkB inh	EBI2 antag	697 NFkB inh	UBC13 inh	CCR6 antag	Gli-Sufu antag
Cc1c(C#N)c2ncnc(N)c2n1-c1ccccc1	3	-19	5	-5	7	28	12	4
CCN1CCN(c2c(Cl)cccc2NC(=O)c2cccs2)CC1	0	14	9	4	8	3	11	21
COc1cccc(C(c2c(NC(=O)c3ccco3)sc(C)c2C)N2CCOCC2)c1 (stereo unspecified)	12	-10	-1	13	4	1	25	.
COc1ccc(NC(=O)c2ccccc2SC)cc1	-9	-5	-30	-6	-18	-11	-5	13
O=C(/C(=C(\O)c1ccccc1)c1ncc[nH]1)c1ccccc1	4	1	-15	-1	3	6	4	-5
CN(C(=O)c1cccc(NC(=O)Cc2ccc(NC(=O)C3CCN(C(=O)C4CCCC4)CC3)cc2)c1)C1CC1	5	.	.	-11	.	.	-4	-2
COc1ccccc1C(=O)Nc1cccc(NC(=O)c2ccccc2C)c1	-8	-6	-3	-1	-3	-10	7	4
CCOc1ccc(NC(=O)c2cc3n(n2)C(C(F)(F)F)CC(c2ccco2)N3)cc1 (stereo unspecified)	-2	-7	-14	7	-8	4	7	25
CN(C(=O)c1ccnn1C)C1CCCN(Cc2ccccc2F)C1 (stereo unspecified)	-1	6	-2	3	-1	-1	6	3
c1ccc(Cn2nnc3cnccc32)cc1	-2	-18	5	-1	6	-2	-6	-1
Cc1cnc(C(=O)OCC(=O)N(C)CC(=O)Nc2ccccc2Cl)cn1	-6	14	6	6	-14	-2	1	-6
C[C@H](NC(=O)OC(C)(C)C)C(=O)NCC1CCC(C(=O)N[C@@H](Cc2ccccc2)C(=O)O)CC1 (stereo partly specified)	-1	-3	-11	4	6	-7	4	12
COc1cc(CCCN2C(N)=NC[C@@H]2Cc2ccccc2)cc(OC)c1OC	0	-9	1	6	4	1	5	-14
COc1cccc(CNC(=O)CN2C(=O)COc3ccc(S(=O)(=O)N4CCOCC4)cc32)c1	5	12	5	-12	3	-1	6	-1
Cc1ccc(C)c(S(=O)(=O)N2CCN(Cc3ccc(O)c4ncccc34)CC2)c1	8	-17	16	11	-42	-18	19	74*
Nc1cc(C(=O)OCC(=O)NCC2CCCO2)ccc1Cl (stereo unspecified)	10	3	-7	-15	12	-1	0	-4
Cc1nnc(SCC(=O)Nc2ccc(F)cc2F)n(N)c1=O	-2	0	-7	4	4	8	7	-12
O=C(NCCc1cn[nH]c1)C1CCC(=O)N(CCc2cccc(F)c2)C1 (stereo unspecified)	-2	8	-5	-6	-10	-1	8	40
O=C(COC(=O)/C=C/c1cccc(F)c1)NC1CCCCCC1	7	8	-7	-5	6	2	14	1
COC(=O)c1c(NC(NC(=O)C(C)C)C(Cl)(Cl)Cl)sc2c1CCC2 (stereo unspecified)	-6	-13	-2	23	3	-12	15	-2
CC(=O)c1ccc(OCC(O)CN2CCN(c3ccccn3)CC2)cc1 (stereo unspecified)	-3	-3	-1	6	8	7	-4	1
O=C1c2cccc3cccc(c23)C(=O)N1CC1CCN(S(=O)(=O)c2ccc(F)cc2)CC1	9	-12	1	2	-14	30	6	1
COc1ccc(NC(=O)Cn2cc(C(=O)c3ccco3)c3ccccc32)cc1	-6	-30	0	10	-9	2	12	2
Cc1ccc(-n2c3c(c(O)c(-c4ccccc4)c2=O)C(=O)CC(C)(C)C3)cc1	5	1	-4	-15	-25	-16	-5	11
Cn1c(=O)[nH]c(=O)c2c1nc(N1CCCCC1)n2C/C=N/Nc1ccc(C(=O)O)cc1	-11	-2	5	-3	6	-3	-1	2
Continued:
SMILES	CXCR6 block	APJ antag	Jurkat NFkB inh	EBI2 antag	697 NFkB inh	UBC13 inh	CCR6 antag	Gli-Sufu antag
O=c1[nH]c(SCc2nc3c(cnn3-c3ccccc3)c(=O)[nH]2)nc2ccccc12	10	.	.	-8	.	.	21	-65
COc1ccc(/C=N\NC(=O)c2ccc(F)cc2)cc1COc1ccccc1C(N)=O	0	-11	13	-6	-8	-12	4	-4
COC(=O)c1ccc(CSc2nc3ccccc3s2)o1	1	1	-68	1	-54	-3	6	-24
COc1cc(OC)cc(OC(=O)C2CCN(C(=O)c3ccc(F)cc3)CC2)c1	3	5	11	4	22	4	-1	-6
O=C1CSC(c2cccnc2)N1CC1CC1 (stereo unspecified)	-5	4	3	-4	17	5	-1	-1
Cc1ccccc1C(=O)Nc1ccc(S(=O)(=O)N2CCN(C)CC2)cc1	-5	11	13	-4	11	5	4	-14
Cc1ccsc1CNCC(O)c1ccccc1 (stereo unspecified)	-14	27	2	10	1	9	5	0
CN(c1cccc(Cl)c1)S(=O)(=O)c1cccc(C(=O)NN2CCOCC2)c1	8	7	0	-8	7	3	9	2
Cc1[nH]n(-c2ccccc2)c(=O)c1N=Nc1ccc(C#N)cc1	16	30	0	15	-9	-9	34	9
OCCN1CCN(c2nc(-c3ccccc3)c3cc(Br)ccc3n2)CC1	0	16	1	0	23	30	2	9
CC(C)(C)C(=O)NC(=S)NCCc1ccccc1	5	13	-29	-7	-45	5	6	-37
CN(CC(=O)NCCc1ccc(S(N)(=O)=O)cc1)CC(=O)Nc1ccccc1Cl	-2	20	14	-7	16	4	5	45
CC(C)[C@H](NS(=O)(=O)c1ccccc1)C(=O)OCC(=O)NC1CCCCC1	1	-1	0	-3	12	-9	18	-2
CC(C)(Oc1ccc(Cl)cc1)C(=O)NNC(=O)c1ccc(Br)o1	0	3	17	-5	15	-6	-5	6
O=C(CSc1nccn1Cc1ccco1)Nc1cccc(F)c1	-2	23	7	-11	-5	-4	4	.
CCN(CC)c1ccc(-c2sc(Nc3ccccc3)n[n+]2-c2ccc(F)cc2)cc1	-4	17	-8	9	-4	11	16	40
O=C1CCCN2N=C(SCC(=O)Nc3ccc(Cl)cc3)SC2=N1	-11	0	-3	-4	21	0	0	-12
COc1ccccc1-c1n[nH]c(=S)n1N	3	-3	-4	7	5	-10	5	1
COc1ccc(CCNC(=O)c2ccc(=O)[nH]c2)cc1OC	1	7	-10	-14	5	-4	9	14
CCCCN1C(=O)c2ccc(C(=O)OCC(=O)N3CCN(c4ccccc4)CC3)cc2C1=O	0	-8	-5	-3	9	2	-1	-2
CCOC(=O)N1CCC(N2CCN(S(=O)(=O)c3ccc4ccccc4c3)CC2)CC1	10	6	18	-1	-5	-13	9	20
CCOC(=O)C1=C(C)N(C)C(C)=C(C(=O)OCC)C1c1ccccn1	-4	-7	-8	-4	-63	-14	-6	11
Cc1noc(NS(=O)(=O)c2ccc(NC(=O)CCN3C(=O)c4ccccc4C3=O)cc2)c1C	1	19	18	7	9	4	11	-8
COCCNc1c2c(c(C#N)c3nc4ccccc4n13)CCCC2	-3	-33	0	-9	3	8	7	0
CCOC(=O)c1cc2occc2n1Cc1c(F)cccc1Cl	8	1	-9	14	-1	5	19	0

Complete entries, quoted from the list. Order of screens: CXCR6 block, APJ antag, Jurkat NFkB inh, EBI2 antag, 697 NFkB inh, UBC13 inh, CCR6 antag, Gli-Sufu antag
CN(CC(=O)NCCc1ccc(S(N)(=O)=O)cc1)CC(=O)Nc1ccccc1Cl reads -2, 20, 14, -7, 16, 4, 5, 45
COc1ccc(CCNC(=O)c2ccc(=O)[nH]c2)cc1OC reads 1, 7, -10, -14, 5, -4, 9, 14

By substructure: those above with bromine
SMILES	CXCR6 block	APJ antag	Jurkat NFkB inh	EBI2 antag	697 NFkB inh	UBC13 inh	CCR6 antag	Gli-Sufu antag
C=CCC1NCCc2c(Br)cccc21 (stereo unspecified)	8	1	-4	-1	-4	6	5	-1
N#Cc1c(N)c2ccccn2c1C(=O)c1ccc(Br)cc1	4	15	14	-3	-14	10	13	1
CCCC(=O)NCCc1cc(OC)c(OC)cc1Br	4	-4	-11	-8	-22	-1	5	4
OCCN1CCN(c2nc(-c3ccccc3)c3cc(Br)ccc3n2)CC1	0	16	1	0	23	30	2	9
CC(C)(Oc1ccc(Cl)cc1)C(=O)NNC(=O)c1ccc(Br)o1	0	3	17	-5	15	-6	-5	6

Further structures.
SMILES	CXCR6 block	APJ antag	Jurkat NFkB inh	EBI2 antag	697 NFkB inh	UBC13 inh	CCR6 antag	Gli-Sufu antag
CC1(C)CC(=O)C(C(O)c2ccc([N+](=O)[O-])cc2)C(C)(C)N1 (stereo unspecified)	-14	-17	-10	-6	2	-2	-9	7
COc1ccc(NC(=O)C(Sc2nnc3ccccn23)c2ccccc2)cc1Cl (stereo unspecified)	0	-2	4	-4	16	0	-1	-4
CN(C(=O)CSc1nnc(-c2ccccc2F)o1)c1ccccc1	4	17	-15	-1	-49	1	-2	-29
O=C(Nc1ccccc1C(=O)NC1CCCC1)NC1CCCC1	1	-5	-2	-2	-3	1	5	5
CC(C)C[C@@H](CNCC(=O)[C@H](Cc1ccccc1)NC(=O)c1[nH]cnc1C(=O)N[C@@H](C)CN)NC(=O)c1nc[nH]c1C(=O)N[C@@H](CC(=O)O)C(=O)O	3	.	.	-8	.	.	-4	-5
CCS(=O)(=O)N1CCN(S(=O)(=O)c2ccc3c(c2)OCCO3)CC1	-1	-11	-20	10	-14	3	-8	29

Hits appear at their usual frequency; any-hit rate near 3%.
